Compound activity deposited in PubChem by National Center for Advancing Translational Sciences (NCATS).
Cycloheximide cs: counter-screen hit for Shiga toxin inhibitors, cycloheximide | cell reporter, cycloheximide protein synthesis inhibition counterscreen | max response, % | 12% of 300,000 active | AID 2314; in the data active = max response mostly above about 13%, no sharp cut-off; inactive = mostly below about 14%; also: read at 38.3 µM for the half of the compounds with a filed dose; 0% is about no effect
Pf growth 48h: P. falciparum growth inhibition at 48 hours (one generation). 5.9% of 310,000 active. AID 504832. P. falciparum luciferase growth in erythrocytes, 48 h. Potency, µM (series often up to 28.7 µM), without a hit: top-dose activity change, negative = inhibition, usual class: inhibitors; also: potency is read from the fitted curve at half-maximal effect; % is scaled to controls: 0 for no effect and ±100 for the full control effect
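Erythrocytes infected with P. falciparum carrying an integrated firefly luciferase reporter (2% hematocrit, 0.1% parasitemia final) were exposed to compounds in RPMI 1640 with 0.5% Albumax at 37 C, 5% CO2. Growth inhibition was scored as reduced luminescence.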
Pf growth 96h: P. falciparum growth inhibition at 96 hour, primary screen for plastid delayed-death inhibitors; Potency, µM (top dose mostly 28.7 µM), without a hit: top-dose activity change, negative = inhibition, most hits filed as inhibitors; AID 504834; 6.9% of 320,000 active; P. falciparum luciferase reporter growth, 96 h; also: potency is read from the fitted curve at half-maximal effect; % is scaled to controls: 0 for no effect and ±100 for the full control effect
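Parasite growth measured via integrated firefly luciferase reporter in P. falciparum. Infected erythrocytes at 2% hematocrit, 0.05% parasitemia final were treated 96 hours at 37 C under 5% CO2, and luminescence was read.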
AmpC no deterg: AmpC beta-lactamase inhibition without detergent | P00811 | AmpC nitrocefin hydrolysis, absorbance 480 nm, 0.0001% Triton | Potency, µM (titrated, usually from 57.1 µM), inactives show top-dose activity change, negative = inhibition, usual class: inhibitors | 0.52% of 330,000 active;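 also: potency is read from the fitted curve at half-maximal effect; plate controls were no compound for no effect and no enzyme for full effect; nearly all actives have a fitted effect of over 20% in size; some results filed as inactive show a strong effect at the top dose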
Target sequence (P00811 whole entry, looked up): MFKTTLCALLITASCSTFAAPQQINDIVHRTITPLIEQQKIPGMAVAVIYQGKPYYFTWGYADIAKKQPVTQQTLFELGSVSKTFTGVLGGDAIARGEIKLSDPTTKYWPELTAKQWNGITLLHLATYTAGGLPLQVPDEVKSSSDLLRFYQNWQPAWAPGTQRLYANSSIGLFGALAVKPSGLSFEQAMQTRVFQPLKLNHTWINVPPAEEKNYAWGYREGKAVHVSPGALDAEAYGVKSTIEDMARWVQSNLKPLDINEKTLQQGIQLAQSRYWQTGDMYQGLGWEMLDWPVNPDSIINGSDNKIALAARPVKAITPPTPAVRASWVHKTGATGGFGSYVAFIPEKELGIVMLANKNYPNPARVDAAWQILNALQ
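20 mM phosphate pH 7.0 + 0.01% (detergent screen) or 0.0001% Triton X-100; 5.3 nM AmpC reagent; cpd preinc 15 min RT; nitrocefin (800 uM stock) to start; A480 q20 s × 4 min; Activity was normalised to no-enzyme and no-compound control wells.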
Shiga toxin inh: blocks Shiga toxin action in Vero cells; 9.2% of 290,000 active; Vero cells, Shiga toxin protein synthesis inhibition reporter; inhibition, % at 38.7 µM; in the data active = inhibition mostly above about 28%, no sharp cut-off; inactive = mostly below about 43%; also: 0% is about no effect
Tb PYK inh: blocks Trypanosoma brucei pyruvate kinase; Q57TT1; TbPYK enzyme, Kinase-Glo Plus ATP luminescence, 45 min; Potency, µM (highest dose often 76.8 µM), without a hit: at the highest dose activity, negative = inhibition, hits mostly inhibitors; 0.12% of 410,000 active; AID 624173; also: potency is read from the fitted curve at half-maximal effect; % is scaled to controls: 0 for no effect and ±100 for the full control effect; nearly all actives have a fitted effect of over 50% in size
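Readout: single end-point luminescence (Kinase-Glo Plus, 10 min). Reaction conditions were TbPYK/substrate plus 130 uM ADP, 45 min at RT, pH 7.2 TEA buffer. No-enzyme wells served as controls, and data were normalized before concentration-response fitting.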
LmPK inhibitor: blocks Leishmania mexicana pyruvate kinase activity; Q27686; purified LmPK, Kinase-Glo ATP luminescence, 1 h; Potency, µM (series often up to 57.5 µM), for inactives: at the top dose activity change, negative = inhibition, usual class: inhibitors; 0.37% of 290,000 active; also: potency is read from the fitted curve at half-maximal effect; % is scaled to controls: 0 for no effect and ±100 for the full control effect
Target sequence (Q27686 whole entry, looked up): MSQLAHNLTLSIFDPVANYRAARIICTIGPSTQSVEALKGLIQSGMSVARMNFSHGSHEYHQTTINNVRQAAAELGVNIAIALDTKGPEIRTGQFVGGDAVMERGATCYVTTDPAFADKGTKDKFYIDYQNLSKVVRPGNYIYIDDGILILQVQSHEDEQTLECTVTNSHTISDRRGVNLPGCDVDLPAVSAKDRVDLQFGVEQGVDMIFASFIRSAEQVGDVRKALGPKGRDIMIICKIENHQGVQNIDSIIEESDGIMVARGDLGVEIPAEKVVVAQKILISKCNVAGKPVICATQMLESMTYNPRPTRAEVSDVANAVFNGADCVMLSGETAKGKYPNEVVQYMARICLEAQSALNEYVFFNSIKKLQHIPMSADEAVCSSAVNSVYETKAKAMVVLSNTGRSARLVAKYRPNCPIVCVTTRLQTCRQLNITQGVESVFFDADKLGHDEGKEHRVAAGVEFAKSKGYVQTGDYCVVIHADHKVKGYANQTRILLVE
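Pyruvate kinase activity monitored as ATP production (luciferase luminescence). Conditions: 0.1 nM enzyme, 0.5 mM PEP, 0.1 mM ADP, 1 h, RT; normalized against uninhibited and no-enzyme wells.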
An asterisk follows results filed as active; u = inconclusive; x = not tested or not shown; & = joins results of further samples; [ ] = dose if it differs, or a comment. Unless noted, calls follow the shape of the dose curve; as a rule, active = well fitted curve in the direction sought with a large enough effect; inconclusive = small, poorly fitted or top-dose-only effect, or another doubt; inactive = no such curve, though single readings can be large; an effect the other way counts as inactive or inconclusive.

SMILES	Cycloheximide cs	Pf growth 48h	Pf growth 96h	AmpC no deterg	Shiga toxin inh	Tb PYK inh	LmPK inhibitor
COc1ccccc1C(OC(=O)c1cccs1)C(=O)NCC1CCCO1 (stereo not given)	1	-1%	u	-8%	-12	-4%	1%
Cc1ccc2nc(-c3ccc(SCC(=O)Nc4nnc(C)s4)nc3)[nH]c2c1	69*	-41%	27%	-57%	51*	-2%	-6%
Cc1ccoc1C(=O)NCCNC(=O)c1occc1C	x	15%	37%[activator]	-8%	x	-9%	x
Cc1ccc(S(=O)(=O)N2CCCCC2)cc1NC(=O)C1CCC1	x	u	u	-10%	x	5%	x
O=C(COC(=O)C1CCN(S(=O)(=O)c2cccc3cccnc23)CC1)c1ccc(F)cc1	-4	14%	-20%	-9%	14	-9%	0%
Cc1ccc(S(=O)(=O)c2nc(-c3cccs3)oc2NCCCN(C)C)cc1	2	-8%	-26%	-16%	2	0%	4%
O=C(NCCS(=O)(=O)N1CCN(c2ccccc2F)CC1)c1ccco1	x	-2%	u	-11%	x	-5%	x
Cc1ccc2c(c1)CCCN2C(=O)c1c(C)noc1C	-2	-5%	x	u	-8	3%	2%
NS(=O)(=O)c1ccc(CCNC(=O)C2CCN(S(=O)(=O)c3ccccc3)CC2)cc1	-1	-8%	78%[activator]	-4%	23	2%	4%
O=C(/C=C/c1ccc(Cl)cc1)NC(=S)Nc1ccc(N2CCOCC2)c(Cl)c1	0	0%	10µM*	-26%	61	-22%	0%
Cc1ccccc1C(=O)NC(NCc1ccco1)C(Cl)(Cl)Cl (stereo not given)	-2	8%	47%[activator]	-13%	-2	-1%	-1%
CC(C)c1ccc(N(CC(=O)NN=C2CCN(C)CC2)S(=O)(=O)c2ccccc2)cc1	-3	-8%	0%	2%	-14	3%	-12%[11.5 µM]
COc1cc(OC)cc(C(=O)Nc2ccc(Br)cc2C(=O)c2ccccc2)c1	-2	5%	u	-15%	-4	-5%	5%
O=[N+]([O-])c1ccc(N2CCNCC2)cc1NC1CC1	3	u	u	-13%	-1	x	-3%
Cc1[nH]c(C)c(S(=O)(=O)N2CCN(c3ccccc3F)CC2)c1C(=O)N1CCCCC1	12	u	-1%	74%[activator]	-3	2%	7%
COc1cc2ccccc2cc1C(=O)OCC(=O)c1c(N)n(C)c(=O)n(C)c1=O	x	u	u	118%[activator]	x	-13%	x
O=c1cc(CN2CCN(S(=O)(=O)c3ccc4c(c3)OCCO4)CC2)c2ccc(O)cc2o1	-3	u	x	-44%	-28	-2%	3%
CC(=O)c1ccc(NC(=O)N2CCc3ccccc3C2)cc1	29*	43%[activator]	36%[activator]	-20%	109*	3%	-5%
c1ccc2c(c1)oc1c(NCCN3CCOCC3)ncnc12	-4	32%[activator]	u	-16%	-7	3%	3%
O=C(O)/C=C\c1ccc(Cn2ccnc2)cc1	x	2%[12.8 µM]	u	x	x	-4%[33.2 µM]	x
COc1ccc(N2CC(C(=O)Nc3nnc(C4CCCCC4)s3)CC2=O)cc1 (stereo not given)	-4	u	7%	-13%	-2	-6%	-1%
Cc1ccc2cc(CN(CCCN(C)C)C(=O)NCc3ccccc3)c(=O)[nH]c2c1C	-3	u	-32%	35%	-17	-7%	8%
COCCCNC(=O)C1CCN(C(=O)c2oc3cc4sc(N(C)C)nc4cc3c2C)CC1	36*	10%	u	110%[activator]	60*	-8%	-5%
COc1cc2c(=O)n(CCC(=O)NCC3CCCO3)c(=O)n(CC(=O)Nc3ccc(F)cc3)c2cc1OC (stereo not given)	-6	-20%	u	46%	15	-4%&-6%	5%
COc1ccc(CC2(CO)CCN(Cc3cccn3-c3ccccn3)CC2)cc1	-1	u	3%	53%	-8	-8%	-4%
Next section:
SMILES	Cycloheximide cs	Pf growth 48h	Pf growth 96h	AmpC no deterg	Shiga toxin inh	Tb PYK inh	LmPK inhibitor
N#CC(C#N)=NNc1ccc(-n2ccc(C(F)(F)F)n2)cc1	16*	u	u	-36%	42	-15%	-6%
C=C(C)COc1ccc(-c2[nH]ncc2Oc2ccccc2OC)c(O)c1	13	13µM*	11%	x	12	0%	10%
CCCCn1c(=O)n(Cc2cccc(F)c2)c(=O)c2c1ncn2Cc1ccco1	5	u	-10%	32%	2	0%	-1%
CN(C)c1ccc(/C=C/C(=O)c2ccc(C(C)(C)C)cc2)cc1[N+](=O)[O-]	9	-99%	u	-28%	28	-5%	-2%
CC1=C(C#N)C(NC(=O)c2cccc(Cl)c2)(C(F)(F)F)C(=O)N1 (stereo not given)	-4	-7%	33%[activator]	-9%	-6	-1%&17%	0%
O=C(Nc1cnn(Cc2ccc(Cl)c(Cl)c2)c1)c1nc2ncccn2n1	-2	u	-16%[5.75 µM]	-1%	-2	-3%	2%
CN(/N=C/c1ccc(O)cc1O)c1nc(-c2ccccc2)cc(-c2ccccc2)n1	-2	9.3µM*	5.2µM*	-16%	-7	-21%	0%
CCCCn1c(SCC(=O)N2CCCCC2)nc2cc(S(N)(=O)=O)ccc21	5	x	-11%	18%	13	12%	12%
O=C(c1cccs1)N1CCN(S(=O)(=O)Cc2ccccc2)CC1	-2	7%	u	-5%	0	7%	-3%
COc1ccc(NC(=O)C(C)N(c2ccc(C)cc2)S(C)(=O)=O)cc1 (stereo not given)	-3	x	7%	-13%	17	-6%	2%
COc1cc(CN(C)CCc2ccccc2)ccc1OCc1ccccc1	-2	u	u	61%[activator]	9	26%	3%
C=CCOc1c(CNc2ncn[nH]2)cccc1OCC	5	-24%	9.3µM*	-20%	0	-6%	4%
COc1ccc(/C=C(/C#N)S(=O)(=O)c2ccc(C)cc2)cc1	-4	x	-15%	-21%	1	10%	0%
Cc1nc2sc(C(c3ccc(Cl)cc3)N3CC(C)OC(C)C3)c(O)n2n1 (stereo not given)	-4	2%	u	65%[activator]	14	3%	2%
O=C(/C=C/c1cccs1)Nc1nncs1	34*	47%[activator]	98%[activator]	-5%	54*	-1%	0%
Cc1ccc(NS(=O)(=O)c2cccc(C(=O)N/N=C/c3c(C)nn(-c4ccccc4)c3N3CCCC3)c2)c(C)c1	6	-7%	u	-21%	-6	-8%	1%
O=C(N=C1N=C2C=CC=CN2Cc2ccccc21)c1ccc(S(=O)(=O)N2CCCC2)cc1	55*	20%	-10%	-4%	97*	-5%	-8%
CN(C(=O)CC1C(=O)NCCN1Cc1ccc(F)cc1Cl)C1CCCCC1 (stereo not given)	-3	12µM*	18%	-15%	-14	3%	-3%
CC1CCCCN1C(=O)CN1CCC(c2nc3ccc(Cl)cc3[nH]2)CC1 (stereo not given)	2	-2%	-3%	-4%	-5	-2%	0%
CCOC(=O)c1cc(N)cc([N+](=O)[O-])c1	2	36%[activator]	45%[activator]	-1%	-11	4%	3%
O=C(O)c1ccccc1-c1ccccc1C(=O)NCc1cccc(C(F)(F)F)c1	-3	-21%	1%	-17%	15	3%	2%
Cc1cc(C)c(OCC(=O)Nc2ccc(S(=O)(=O)N3CCOCC3)cc2)c(C)c1	-3	u	u	-24%	-14	-1%	-6%
CC(C)(C)C(=O)Nc1ccc(Sc2ccc([N+](=O)[O-])cc2)cc1	2	u	2.3µM*	-28%	-1	9%	3%
C#CCOCCOCCOCCNc1nc(N2CCN(C(=O)CCCCCCCCCCNC(=O)[C@H](CCCCN)n3cc(CCO)nn3)CC2)nc(N2CCN(C(=O)CCCCCCCCCCNC(=O)[C@H](CCCCN)n3cc(CCCC(=O)O)nn3)CC2)n1	x	u	u	303%[activator]	x	0%	x
CN(C(=O)CCCN1C(=O)c2cccc3cccc(c23)C1=O)c1ccccc1	-3	-9%	-9%	22%	-8	-2%	0%

3 compounds from above, showing only LmPK inhibitor and Pf growth 96h.
Structure | LmPK inhibitor | Pf growth 96h
O=C(O)c1ccccc1-c1ccccc1C(=O)NCc1cccc(C(F)(F)F)c1 | 2% | 1%
O=C(N=C1N=C2C=CC=CN2Cc2ccccc21)c1ccc(S(=O)(=O)N2CCCC2)cc1 | -8% | -10%
CN(C(=O)CC1C(=O)NCCN1Cc1ccc(F)cc1Cl)C1CCCCC1 (stereo not given) | -3% | 18%

(listing goes on)
SMILES	Cycloheximide cs	Pf growth 48h	Pf growth 96h	AmpC no deterg	Shiga toxin inh	Tb PYK inh	LmPK inhibitor
COc1cccc(NC(=O)CN(c2ccc([N+](=O)[O-])cc2)S(=O)(=O)c2ccccc2)c1	6	u	29%	-46%	-2	3%	0%
CCCN1C(=O)/C(=C\c2nc3ccccc3c(=O)[nH]2)c2ccccc21	-2	u	49%[activator]	-24%	-17	0%	-3%
CCOc1cc(NC(=S)NC)c(OCC)cc1NC(=O)c1ccco1	2	u	22%	-3%	21	31%[activator]	2%
Clc1cccc(CN2CCCCCCC2)c1Cl	-5	3%	-11%	-27%	-15	9%	-7%
CC1CCN(c2c(NCc3ccc(C(=O)NCc4ccco4)cc3)c(=O)c2=O)CC1	-2	-21%	u	-23%	-9	-12%	0%
Cc1ccc2nc(Nc3nc(CSc4nnc(C)s4)cc(=O)[nH]3)nc(C)c2c1	-3	u	3.3µM*	-5%	25	3%	5%
Cc1ccc(/C=C2/Sc3ccc(C(=O)NCc4ccccn4)cc3NC2=O)cc1	-9	-11%	u	-13%	-4	-2%	0%
CN(CC(=O)Nc1cccc(F)c1)C(=O)C1CC(=O)N(Cc2ccccc2)C1 (stereo not given)	-1	u	4%	2%	13	-1%	0%
COC(=O)NNC(=S)NCc1ccccc1	-2	16%	25%	-24%	16	-3%	-6%
CCn1c(SCC(=O)N/N=C(\C)c2ccncc2)nnc1-c1ccc(C)cc1	2	41%[activator]	37%[activator]	-8%	-5	-13%	-2%
O=C(COC(=O)/C=C/c1ccccc1)NNC(=O)c1ccc([N+](=O)[O-])cc1	x	27%	29%	u	x	2%	x
CNC(=O)/C(C#N)=C/c1c(F)cccc1Cl	16*	-17%	34%[activator]	-11%	40	-15%	-5%
Cc1ccc(OCc2nc(-c3ccccc3)no2)cc1	45*	95%[activator]	80%[activator]	-28%	84*	-23%	-5%
COc1ccc(OC)c(S(=O)(=O)N2CCCC(C(=O)N3CCC(C(N)=O)CC3)C2)c1 (stereo not given)	x	-10%	u	-19%	x	-1%	x
Cc1cc(C)c(NC(=O)C2CCCN2C)c(C)c1 (stereo not given)	-5	39%[activator]	8.3µM*	-3%	-21	2%	-7%
CN(c1ccccc1)S(=O)(=O)c1cccc2ccccc12	-2	-9%	-2%	-24%	x	0%	10%
CCOC(=O)c1ccc(NC(=S)N2CCN(CCO)CC2)cc1	6	-3%	15%	-3%	-4	-1%	0%
Cc1ccc(C)c(/C=N/NC(=S)NCCc2ccccc2)c1	11	x	0%	-33%	14	-1%	3%
O=C(CS(=O)(=O)Nc1ccc(F)cc1Cl)Nc1ccc(F)cc1Cl	13	-13%	3%	-22%	19	-11%	3%
COC(=O)C1=C(c2ccc3ccccc3c2)C[C@@H]2CC[C@H]1N2C(=O)NCCNC(C)=O	x	u	u	43%	x	4%	x
CC1=C(C(=O)OC2CCCCC2)C(c2ccco2)C2=C(CC(C)(C)CC2=O)N1 (stereo not given)	-2	0%	x	-23%	-3	-8%	8%
